# Screening results from PubChem.
# Growth percent in the NCI-60 one-dose screen (48 h, 10 µM unless noted): 100 = growth as untreated, 0 = no growth, -100 = all killed.
# HL-60(TB) = HL-60(TB) leukemia cells. hit rate 9% among 78,000. AID 1794776; active = growth percent below 10
# Starred values were filed as active, the others as inactive; & = joins results of further samples; [ ] = remark or other dose. The list is partial; rates above refer to the full screens.
SMILES	HL-60(TB)
O=C(c1cccs1)C1NO[N+]([O-])=C1c1cccs1 (configuration not stated)	9.5*
COC(=O)[C@@]1(C)CC[C@]2(C)CC[C@]3(C)C(=CC(=O)[C@@H]4[C@@]5(C)Cc6c(n(CC#CCN7CCN(C)CC7)c7ccccc67)C(C)(C)[C@@H]5CC[C@]43C)[C@@H]2C1	3.4*
COc1ccc2c(c1)c(C(=O)c1nc(-c3cn(C)c4ccc(Cl)cc34)no1)cn2C	93
Oc1cc(CN2CCOCC2)c(O)cc1CN1CCOCC1	97
O=C(Cn1cc(CSc2nc3ccccc3o2)nn1)Nc1ccccc1F	104
C=CC[C@]1(O)CC[C@H]2[C@@H]3CCc4cc(O)ccc4[C@H]3CC[C@@]21C	75
n1nc(-c2nonc2-c2nn[nH]n2)n[nH]1	105
Cc1cc(N2CCOCC2)nc(NCc2cc(Nc3ccnc4cc(Cl)ccc34)ccc2F)n1	-54*
COc1ccccc1Nc1nc(-c2ccc(O)cc2)nc2n[nH]c(Nc3ccccc3)c12	47
COc1ccc(N=Cc2sc(=S)[nH]c2O)cc1	98
N#C/C(=C\c1ccc(-c2cccc(C(F)(F)F)c2)o1)c1nc(-c2ccco2)cs1	101
O=C(c1ccccc1)C1OC1(CBr)c1ccccc1 (configuration not stated)	57
c1cncc(CNc2ccccc2-c2nnc(Nc3ccc4c(c3)OCO4)o2)c1	-23*
COc1ccc(/C=C2\SC(=Nc3ccccc3)NC2=O)cc1	-71*
O=C1COCCN1c1ccc(NCc2cn(Cc3ccccc3)c3ccccc23)cc1	99
Cc1coc(NS(=O)(=O)c2ccc(N=Nc3c(N)n(C)c(=O)n(C)c3=O)cc2)c1C	96
COc1cccc(-c2nc3sccn3c2-c2ccnc(NCCCNS(=O)(=O)c3ccc(C(F)(F)F)cc3)c2)c1	48
CCCCCN1C(=O)/C(=c2\sc3n(c2=O)C2C(NN=3)N(CC)C(=O)N2CC)c2cccc(C)c21 (configuration not stated)	12
COc1ccc(C2c3c(c4ccccc4n(C)c3=O)Oc3ncn4nc(-c5ccco5)nc4c32)cc1 (configuration not stated)	101
Cc1ccc(C)n1-c1ccsc1C(=O)NNC(=O)C(Cl)Cl	106
CC(=O)N1N=C(c2cccc(Nc3ccncc3)c2)CC1c1ccccc1 (configuration not stated)	79
CC(=O)OC(c1ccccc1)C1CCOC1=O (configuration not stated)	113
CCc1cccc(NC(=O)CNc2cc(S(=O)(=O)N(C)C)cc(C)c2C)c1	128
C=CCOc1c(Cl)c(Cl)c(Cl)c(Cl)c1Cl	102
CC1(C)CC[C@]23CC[C@]4(C)[C@H](CC[C@@H]5[C@@]6(C)Cc7cn[nH]c7C(C)(C)[C@@H]6CC[C@]54C)[C@H]2[C@H]1OC3	94
CC(/C=C/c1ccccc1)=Nc1ccccc1	127
O=C(O)CNC(=S)Nc1ccccc1	102
C=C(c1ccc(OC)cc1)C(CC)c1ccc(OC)cc1 (configuration not stated)	78
Cc1cccc(C)c1NC(=S)NC(=O)c1cccc(Cl)c1	106
CC1(C)C(O)C(C)(C)C1O (configuration not stated)	97&102
N#Cc1c(-c2ccc(F)cc2)cc(-c2c[nH]c3ccccc23)nc1-c1c[nH]c2ccccc12	99
COc1ccc(C(=O)/C=C/c2cc(OC)c(O)c([N+](=O)[O-])c2)cc1	107
CCOC(=O)/C(=C/CC/C(C)=C/CC/C(C)=C/CCc1ccoc1)CC(=O)N1CCOCC1	90
c1cc2c3c(cccc3c1)-c1cnccc1-2	91
CC1(C)CC(=O)C2=C(C1)N(Cc1ccc(C(=O)O)cc1)C1=C(C(=O)CC(C)(C)C1)C2c1cccc([N+](=O)[O-])c1	124
Cc1ccc(C)c(C(=O)C(C)C)c1	57
COc1cccc(/C=C(\C#N)C(=O)O)c1	98
CN1C(=O)N(C)C(=O)C(NS(=O)(=O)c2ccc(N)cc2)(c2ccccc2)C1=O	99
CCOC(=O)CNC(=O)CN(Cc1ccccc1)C(=O)[C@@]1(C)CCC[C@]2(C)[C@H]3CC4C(C(C)C)=C[C@]3(CC[C@H]21)[C@@H]1C(=O)CCC(=O)[C@H]41	2.7*
CNC(=O)c1cc(Oc2ccc3nc(NC(=O)c4cccc(OC(F)(F)F)c4)sc3c2)ccn1	67
O=C(O)C(CS)NSc1ccccc1[N+](=O)[O-] (configuration not stated)	97
CC1=NCC2NC(=O)NC(C)=C12 (configuration not stated)	109
Nc1nc(C(=O)NNC(=S)Nc2ccccc2)nn1-c1ccc(S(N)(=O)=O)cc1	100
CC(=O)C1C(=O)C(=O)N(c2ccc(Cl)c(Cl)c2)C1=O (configuration not stated)	99
COc1ccc(-n2nnc3c(sc4ccccc43)c2=O)cc1	95
Cc1ccc2sc3c(c2c1)OC(N)=C(C#N)C3c1cccc(F)c1 (configuration not stated)	-0.5*
Clc1ccc(CNc2ncnc3[nH]ncc23)cc1Cl	86
O=C(NCc1ccco1)c1ccc(-c2ccc(Br)cc2)o1	100
COc1ccc(Cc2nnc(SCC(=O)Nc3ccc(Cl)cc3)n2-c2ccccc2)cc1	102
COc1ccc2nc(Nc3cccc(NC(=O)c4ccc(CN5CCN(C)CC5)c(C(F)(F)F)c4)c3)ccc2c1	-48*
CCCn1cnc2c(SCCc3ccccc3)nc(N)nc21	95
CC(CC(CCC(CC(C)CC(C)(C)C)N(C)C)N(C)C)CC(C)(C)C (configuration not stated)	108
CCCC(=O)OCc1ccco1	101
CSc1ccc2c3c(n(C[C@H](O)CO)c(=O)c2c1)-c1ccccc1C3=O	-12*
O=[N+]([O-])/C=C/c1cccs1	89
CN(C)C(=S)SCc1ccc(Cl)cc1Cl	101

# Further entries follow.
SMILES	HL-60(TB)
CN(C)c1ccc(N=Nc2ccc(N(C)C)cc2)cc1	100
CC(C)(CO)c1ccccc1	77
CCCCOC(=O)CC(NS(=O)(=O)c1ccc(C)cc1)C(=O)OCCCC (configuration not stated)	99
c1ccc(C(CC2CCCCC2)c2cc3ccccc3s2)cc1 (configuration not stated)	99
COc1cccc(CN2CCN(N=O)CC2)c1	106
O=C1Nc2ccccc2/C1=N/N1C(=O)CN(C2CCCCC2)C1=O	88
COc1ccc(N2C(=O)CSC2=S)cc1	107
Cc1ccc(-c2nc(SCC(=O)c3ccc(C#N)cc3)[nH]c(=O)c2C#N)cc1	94
CNc1ncnc2c1ncn2C	89
COc1ccc2nc(NC(=O)Cc3ccc4c(c3)OCCO4)sc2c1	87
N#Cc1c(NC(=O)c2cccs2)[n+]([O-])c2ccc(Cl)cc2[n+]1[O-]	122
CC(C)(C)C(=O)CCCCCCCC/C=C/CCCC(O)c1ccco1 (configuration not stated)	75
CC1=NN(c2cccc(Cl)c2)C(=O)/C1=C\c1coc2ccccc2c1=O	106
C/C(CCl)=N\NC1=NC2(CCCCC2)P(=O)(NNc2ncccn2)S1 (configuration not stated)	96
CC/C(=C(/c1ccc(Cl)cc1)c1ccc(OCCN(C)C)cc1)c1ccc(Cl)cc1	65
COc1ccc(C2CC(c3ccc(Nc4nc(NCCO)nc(N5CCOCC5)n4)cc3)=NN2c2cc(Cl)cc(Cl)c2)cc1 (configuration not stated)	106

# Shown field by field: two of the compounds above
compound: C/C(CCl)=N\NC1=NC2(CCCCC2)P(=O)(NNc2ncccn2)S1 (configuration not stated)
  HL-60(TB): 96

compound: CC/C(=C(/c1ccc(Cl)cc1)c1ccc(OCCN(C)C)cc1)c1ccc(Cl)cc1
  HL-60(TB): 65

# More records.
SMILES	HL-60(TB)
O=S(=O)(Cc1ccc(Cl)cc1)Oc1ccc(Cl)cc1	77
CCCC(C)C(O)C(C)C (configuration not stated)	101
COc1ccc(C(=O)Cn2c(=O)cc(C#N)c3ccc4cccnc4c32)cc1	87
O=C(Nc1c(Cl)cccc1Cl)OCc1ccco1	94
CCNc1ccc(S(=O)(=O)O)cc1C(=O)O	66
CCOC(=O)c1ccc(NC(N)=O)cc1	87
CN(CC(=O)Nc1nc2ccccc2[nH]1)S(=O)(=O)c1ccc(Cl)cc1	90
COc1ccc(C(=O)N/N=C/c2cc(C(F)(F)F)ccc2Cl)cc1	100
COC(=O)[C@]12CC[C@@H](C)[C@H](C)[C@@H]1C1=CC[C@@H]3[C@@]4(C)C=C(O)C(O)=C(C)C4=C(O)C[C@@]3(C)[C@]1(C)CC2	58
COc1ccc(Oc2nc3n(c(=O)c2C#N)-c2ccccc2Sc2ccccc2-3)cc1	108
NC(Cc1cc(I)c(O)c(I)c1)C(=O)O (configuration not stated)	62&72
COC(=O)C1(O)NC(=C(C#N)C#N)C(C#N)=C1C(=O)c1cccc([N+](=O)[O-])c1 (configuration not stated)	77
CC(C)(C)c1nc2c(s1)c1nc(N)ncc1c1ccc(NS(=O)(=O)c3c(F)cccc3F)c(F)c12	80
NS(=O)(=O)c1cc(Br)c2c(c1)S(=O)(=O)NCN2	71
Oc1ccc(Cl)cc1/C=N/Nc1nc2ccccc2s1	64
CCC(C#N)(CC)CC	93
S=c1[nH]nc(-c2cc3ccc2CCc2ccc(cc2)CC3)n1-c1ccccc1	90
N=C1NC(=O)C(Cn2cnc3ccccc32)S1 (configuration not stated)	93
COc1cc2nc(-c3ccc(NC(=O)/C=C/c4ccc(C(F)(F)F)cc4)cc3)sc2c(OC)c1OC	102
Cc1ccc(/C=C2\Oc3cc(OCC(=O)c4ccc(Cl)cc4)ccc3C2=O)cc1	51
CN(C)C1CCCC/C=C\C(=O)NC1 (configuration not stated)	95
CS(=O)(=O)c1nccc(-c2c(-c3cccc(OCc4ccccc4)c3)nc3sccn23)n1	83
O=C(O)c1ccc(=O)[nH]n1	111
COc1ccc(/C=C/c2nc(Nc3ccc(NC(=O)Nc4ccc(Cl)cc4)cc3)c3ccccc3n2)cc1	102

# Looked up above:
# HL-60(TB) result of CC1(C)C(O)C(C)(C)C1O (configuration not stated) reads 97&102
# HL-60(TB) result of COc1ccccc1Nc1nc(-c2ccc(O)cc2)nc2n[nH]c(Nc3ccccc3)c12 reads 47
# HL-60(TB) result of Cc1cc(N2CCOCC2)nc(NCc2cc(Nc3ccnc4cc(Cl)ccc34)ccc2F)n1 reads -54*
# HL-60(TB) result of CN(CC(=O)Nc1nc2ccccc2[nH]1)S(=O)(=O)c1ccc(Cl)cc1 reads 90
# HL-60(TB) result of COc1ccc2nc(Nc3cccc(NC(=O)c4ccc(CN5CCN(C)CC5)c(C(F)(F)F)c4)c3)ccc2c1 reads -48*

# Structural class: the compounds so far with fluorine.
SMILES	HL-60(TB)
O=C(Cn1cc(CSc2nc3ccccc3o2)nn1)Nc1ccccc1F	104
Cc1cc(N2CCOCC2)nc(NCc2cc(Nc3ccnc4cc(Cl)ccc34)ccc2F)n1	-54*
N#C/C(=C\c1ccc(-c2cccc(C(F)(F)F)c2)o1)c1nc(-c2ccco2)cs1	101
COc1cccc(-c2nc3sccn3c2-c2ccnc(NCCCNS(=O)(=O)c3ccc(C(F)(F)F)cc3)c2)c1	48
N#Cc1c(-c2ccc(F)cc2)cc(-c2c[nH]c3ccccc23)nc1-c1c[nH]c2ccccc12	99
CNC(=O)c1cc(Oc2ccc3nc(NC(=O)c4cccc(OC(F)(F)F)c4)sc3c2)ccn1	67
Cc1ccc2sc3c(c2c1)OC(N)=C(C#N)C3c1cccc(F)c1 (configuration not stated)	-0.5*
COc1ccc2nc(Nc3cccc(NC(=O)c4ccc(CN5CCN(C)CC5)c(C(F)(F)F)c4)c3)ccc2c1	-48*
COc1ccc(C(=O)N/N=C/c2cc(C(F)(F)F)ccc2Cl)cc1	100
CC(C)(C)c1nc2c(s1)c1nc(N)ncc1c1ccc(NS(=O)(=O)c3c(F)cccc3F)c(F)c12	80
COc1cc2nc(-c3ccc(NC(=O)/C=C/c4ccc(C(F)(F)F)cc4)cc3)sc2c(OC)c1OC	102

# Next part
SMILES	HL-60(TB)
COc1cc(-c2nc3occn3c2-c2ccnc(NCCCNS(=O)(=O)c3ccccc3)n2)ccc1F	40
Oc1ccc(O)c(-[n+]2ccccc2)c1	101
C/C(=N\NC(=O)c1cc(O)c(O)c(O)c1)c1cccnc1	89
O=C(O)c1cn(C2CC2)c2cc(N3CCN(CN4C(=O)C=CC4=O)CC3)c(F)cc2c1=O	100
Cc1ccc(C)c(I)c1	103
Cn1c(=O)c2c(nc(Br)n2CC(=O)N2CCc3ccccc32)n(C)c1=O	96
CCCCOc1nc2ccc(Cl)cc2cc1/C=C/C(=O)/C=C/c1ccc(OC)cc1	90
CS(=O)(=O)Nc1ccc(C(=O)NC(C(=O)NO)c2ccc(-c3ccccc3)cc2)cc1 (configuration not stated)	104
CC(C)C[C@H]1C=C[C@H](CC(C)C)N(Cc2ccccc2)S(=O)(=O)N1Cc1ccccc1	90[7.5 µM]
COc1ccc(Cl)cc1C(C)=O	79
O=C(/C=C/c1ccc(O)c(O)c1)NC(Cc1ccccc1)C(=O)C(=O)NCc1ccccc1 (configuration not stated)	102
